Screens from PubChem.
GLP-1R agonist = activates the human GLP-1 receptor; P43220; HEK293 GLP-1R CRE-luciferase, luminescence, 4-6 h; cells express a hypersensitive GLP-1R form; Potency, µM (doses to about 45.6 µM), without a hit: at the top dose activation, usual class: activators; 0.007% of 380,000 active; note: potency is the fitted concentration of half-maximal effect; % of control where 0% means no effect
Target sequence (P43220 whole entry, looked up): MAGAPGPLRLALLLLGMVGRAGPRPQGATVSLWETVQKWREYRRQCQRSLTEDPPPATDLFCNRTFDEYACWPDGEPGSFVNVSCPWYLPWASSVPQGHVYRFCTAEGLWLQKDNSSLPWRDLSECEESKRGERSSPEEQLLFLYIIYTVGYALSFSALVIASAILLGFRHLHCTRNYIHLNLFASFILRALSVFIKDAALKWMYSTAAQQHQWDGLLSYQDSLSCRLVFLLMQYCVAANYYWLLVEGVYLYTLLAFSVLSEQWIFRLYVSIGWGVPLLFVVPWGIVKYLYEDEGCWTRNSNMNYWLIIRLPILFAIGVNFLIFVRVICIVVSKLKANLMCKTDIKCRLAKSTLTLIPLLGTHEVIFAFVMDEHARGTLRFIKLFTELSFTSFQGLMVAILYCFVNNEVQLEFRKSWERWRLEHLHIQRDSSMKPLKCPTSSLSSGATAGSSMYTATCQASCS
EPAC1 antag = blocks human EPAC1 exchange factor. O95398. EPAC1 GEF assay, Rap1b-BODIPY-GDP exchange fluorescence. Potency, µM (doses to about 115 µM), for inactives: at the highest dose activity change, negative = inhibition, most hits filed as inhibitors. 0.14% of 360,000 active. AID 720709;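 note: potency is the fitted concentration of half-maximal effect; plate controls were vehicle for no effect and positive control for full effect; nearly all actives have a fitted effect of over 50% in size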
GLP-1R inv ag = inverse agonists of human GLP-1 receptor | P43220 | HEK293 GLP-1R CRE-luciferase, luminescence, 24 h; GLP-1R form is constitutively active | Potency, µM (titrated, usually from 38.3 µM), for inactives: top-dose activity change, negative = inhibition, usual class: inhibitors | 1.6% of 410,000 active; note: potency is the fitted concentration of half-maximal effect; % is set by controls: 0 for no effect and ±100 for the full control effect; nearly all actives have a fitted effect of over 55% in size
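HEK293 cells stably co-expressing constitutively active GLP-1R and a cAMP-responsive luciferase reporter were seeded in DMEM with 10% Nu serum, given compounds after 12 h, and incubated 24 h at 37 deg C. Luminescence was then read.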
PTHR1 ag = agonists of human PTHR1 parathyroid hormone receptor; AID 743266; HEK293 GP2 PTHR1 cells, GloSensor cAMP luminescence, 1 h; Potency, µM (titrated, usually from 115 µM), for the others: at the top dose activation, usual class: activators; 0.075% of 410,000 active; Q03431; note: potency is the fitted concentration of half-maximal effect; nearly all actives have a fitted effect of over 55% in size; some results filed as inactive show a strong effect at the top dose; inactives centre near -15; many of its hits are not listed in these tables
Target sequence (Q03431 whole entry, looked up): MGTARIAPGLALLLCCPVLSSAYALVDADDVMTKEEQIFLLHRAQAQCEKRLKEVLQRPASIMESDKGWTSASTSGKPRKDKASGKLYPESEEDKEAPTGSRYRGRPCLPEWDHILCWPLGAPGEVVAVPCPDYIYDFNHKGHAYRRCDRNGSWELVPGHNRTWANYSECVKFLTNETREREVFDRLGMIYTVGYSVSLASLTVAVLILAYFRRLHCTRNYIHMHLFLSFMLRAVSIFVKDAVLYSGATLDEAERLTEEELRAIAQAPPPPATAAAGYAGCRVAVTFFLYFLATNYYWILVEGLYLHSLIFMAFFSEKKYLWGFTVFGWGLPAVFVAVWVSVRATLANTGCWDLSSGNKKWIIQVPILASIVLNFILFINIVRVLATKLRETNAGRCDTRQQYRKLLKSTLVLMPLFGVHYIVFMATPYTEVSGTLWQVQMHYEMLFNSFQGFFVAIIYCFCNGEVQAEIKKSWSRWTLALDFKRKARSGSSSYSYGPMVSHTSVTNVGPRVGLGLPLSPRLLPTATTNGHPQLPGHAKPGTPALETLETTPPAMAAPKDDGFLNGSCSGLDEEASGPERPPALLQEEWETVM
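HEK-293-derived GP2 cells expressing PTHR1 and a GloSensor cAMP reporter, 3,000/well, plated overnight, given luciferin plus IBMX (each 0.5 mM as added) for 1 h at 37 °C, then compound for 1 h at 37 °C. Luminescence was read after 15 min at room temperature.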
PLK1 PBD block = inhibitors of human PLK1 polo-box domain binding | Potency, µM, for the others: max response, negative = inhibition, actives largely listed as inhibitors | P53350 | AID 720504 | Plk1 PBD binding of FITC phosphopeptide, fluorescence polarization | 2.8% of 360,000 active; note: potency is the fitted concentration of half-maximal effect; series mostly up to about 57 µM; % is set by controls: 0 for no effect and ±100 for the full control effect; nearly all actives have a fitted effect of over 65% in size
PI5P4K alpha inh = blocks human PI5P4K alpha kinase activity; P48426; PI5P4Kalpha enzyme, ADP-Glo luminescence, 60 min; active compounds read low; max response, %; 1.2% of 330,000 active; active = max response of -50% or lower; inconclusive = between -30% and -50%; inactive = -30% or higher; note: value at the top dose of about 77 µM; % is set by controls: 0 for no effect and ±100 for the full control effect
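ADP-Glo luminescence end-point after a 60 min room-temperature kinase reaction. PI5P4Kalpha and substrate in HEPES pH 7.4 buffer with EGTA, 0.1% CHAPS and 5% DMSO; ATP at 5 microM final.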
HEK293 tox = cytotoxicity in counter-screen for GLP-1R inverse agonists; HEK293 cAMP-luciferase reporter cells, luminescence, 24 h; Potency, µM (highest dose often 38.3 µM), without a hit: at the top dose activity change, negative = inhibition, usual class: inhibitors; 0.13% of 410,000 active;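 note: loss of luciferase light is scored as toxicity; potency is the fitted concentration of half-maximal effect; % is set by controls: 0 for no effect and ±100 for the full control effect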
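Here, cytotoxicity is scored as loss of luminescence. The MLSMR collection was tested on cells seeded in medium containing 10% Nu serum, with a 24 hr compound exposure preceded by 12 hours of culture.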
IL-2 act = IL-2 activation. IL-2 activation reporter assay, cell-based qHTS; stimulated with anti-CD3/CD4/CD28 beads; in transgenic mouse T cells. activation, % (series mostly up to about 46 µM). 0.065% of 360,000 active; in the data active = activation above about 50%; inconclusive = mostly about 30% to 49%; note: 0% is about no effect
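Unstimulated transgenic mouse T cells preincubated 60 min with compound, then stimulated with anti-CD3/anti-CD4-coated beads plus anti-CD28 for 18 h at 37 degrees C. IL-2 response read as EGFP and DsRed fluorescence by plate cytometry.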
EPAC1 agonist = EPAC1 (human) agonism; EPAC1 agonist qHTS, biochemical assay; response scale: 100% = response to 6.5 mM cAMP; 0.073% of 360,000 active; Potency, µM (doses to about 154 µM), without a hit: at the highest dose activation, usual class: activators; AID 720707; O95398; note: potency is the fitted concentration of half-maximal effect; nearly all actives have a fitted effect of over 60% in size
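Multi-concentration qHTS readout: loss of Rap1B-bound BODIPY-GDP fluorescence driven by 100 nM EPAC1 with excess GDP (50 uM), monitored kinetically at room temperature; agonist response expressed relative to 6.5 mM cAMP.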
The depositor's hits bear a star; i = inactive; ? = inconclusive; nt = not tested or not shown; [ ] = remark or other dose. Unless noted, calls come from the whole dose curve; as a rule, active = well fitted curve in the direction sought with a large enough effect; inconclusive = small, poorly fitted or top-dose-only effect, or another doubt; inactive = no such curve, though single readings can be large; an effect the other way counts as inactive or inconclusive.

Every second line gives: HEK293 tox, PI5P4K alpha inh, IL-2 act, PLK1 PBD block, GLP-1R inv ag, EPAC1 agonist, EPAC1 antag, GLP-1R agonist, PTHR1 ag
Cc1nn2cc(-c3ccc(Cl)cc3)cnc2c1Cl
 : 19%, 1, -0.2, -6%, 33%[activator], 1%, -18%, 9%, -8%
Cc1ccc(N2C(S)=C(C#N)C(=O)NC2c2cccs2)cc1 (stereo not given)
 : -15%, -14, -2.1, 27µM*, -21%, 7%, -11%, -1%, -20%
COc1ccc(CN2C(=NC(=O)c3ccccc3)SC3CS(=O)(=O)CC32)cc1 (stereo not given)
 : -20%, 9, -1.2, -17%, 11%, 4%, -8%, -1%, -32%[inhibitor]
C=C(c1ccccc1)c1ccc(N(C)C)cc1
 : 1%, 11, -0.3, -12%, -17%, 15%, 4%, 9%, -15%
O=C(O)C(CCc1ccccn1)c1ccccc1 (stereo not given)
 : -8%, 0, -0.6, 0%, 7%, 5%, -15%, 14%, -1%
CN(C(=O)COC(=O)c1cccnc1Cl)C1CCCCC1
 : -8%, -7, -0.2, 6%, -5%, 2%, -2%, -5%, -15%
Nc1nc(Nc2ccccc2F)nc(N2CCOCC2)c1[N+](=O)[O-]
 : -13%, -11, -2.6, -5%, 53%[activator], -8%, -25%, 23%, i
CCC/C(=N/NC(=O)c1cccc(Cl)c1)c1ccccc1
 : -13%, 7, -0.7, 3%, -22%, -4%, -12%, 3%, -10%
CCCc1cc(=O)oc2cc(OCC(=O)NCC3CCC(C(=O)O)CC3)ccc12 (stereo not given)
 : -4%, -6, 0.0, -6%, -1%, -9%, -13%, -4%, 17%
COC(=O)c1ccc(Cl)c(NC(=O)CN2CCOCC2)c1
 : 1%, -7, 0.6, -7%, 6%, -18%, 2%, 2%, -1%[57.5 µM]
COc1cccc(C(=O)Nc2ccc(NC(C)=O)cn2)c1
 : -6%, -1, -0.6, -7%, 23%, 3%, 10%, -5%, i
Cc1nnc(NC(=O)c2ccccc2NC(=O)c2ccccc2)s1
 : -4%, 0, 1.4, -6%, 12%, 3%, -10%, -2%, -46%[inhibitor]
COc1ccccc1C1C2=C(COC2=O)Nc2cc3c(cc21)OCO3 (stereo not given)
 : 4%, 1, -2.1, -1%, 0%, -12%, 4%, 3%, 7%
CCn1c(COc2c(C)cccc2C)nnc1SCc1nc2ccccc2c(=O)[nH]1
 : -3%, -1, -1.0, -11%, ?, 11%, -13%, 1%, i
Cc1c(C(=O)Nc2nc3ccccc3[nH]2)oc2ccccc12
 : ?, 2, 2.3, 3%, ?, 0%, 9%, 8%, -31%[inhibitor]
Cc1ccc(CNC(=O)COC(=O)c2ccc(S(=O)(=O)N3CCCC3)cc2)cc1
 : 6%, 3, 1.4, 3%, ?, 2%, -11%, 1%, -65%[inhibitor][57.5 µM]
CCCN(CC(=O)Nc1ccccc1OC)C(=O)c1cc2ccccc2o1
 : 6%, -9, 12, 2%, -18%, 10%, 2%, 5%, -5%
COc1ccc(OC)c(NC(=O)COC(=O)CCCN2C(=O)c3ccccc3C2=O)c1
 : -6%, 5, -4.5, -9%, 5%, 10%, -10%, 6%, -19%
CCN(CC)CCn1c2c(c(SCC(=O)Nc3cccc4ccccc34)nc1=O)CCC2
 : -28%, 7, -2.2, -10%, ?, 7%, -21%, 4%, -8%
Cc1cc(C)c(C(=O)Cn2nc(C)c([N+](=O)[O-])c2C)cc1C
 : -6%[0.307 µM], 3, 0.2, -13%, 2%[0.307 µM], -5%, 14%, 9%, -40%[inhibitor]
COc1ccc(-c2csc(NC(=O)CN3C(=O)C4CCCCC4C3=O)n2)c(OC)c1 (stereo not given)
 : 5%, 0, -0.5, -10%, ?, 9%, -15%, 7%, 3%
Clc1ccc2nc(-c3ccccc3)cn2c1
 : -2%, 4, -1.9, 4%, ?, 0%, -1%, -7%, -29%
Cc1cc(OCc2n[nH]c(=S)n2-c2ccccc2)ccc1Cl
 : -4%, 8, -1.0, -27%, -23%, 13%, -11%, -2%, i
CC(C)(CCl)C(=O)Nc1ccc(C(F)(F)F)cc1
 : 9%, 4, 0.3, -12%, -23%, 9%, -27%, 7%, -4%
CN1CCN(S(=O)(=O)c2cccc(C(=O)Nc3sccc3C(N)=O)c2)CC1
 : -16%, -3, -0.8, -9%, -16%, 9%, 1%, 4%, -64%[inhibitor]
O=C(N/N=C/c1ccccc1O)C1CC(=O)N(c2ccc(Cl)cc2)C1 (stereo not given)
 : -24%, 1, -4.2, -9%, ?, -1%, -1%, -6%, -22%
O=S(=O)(c1ccc(SCc2ccccc2F)nc1)N1CCCC1
 : -3%, 15, 0.1, -16%, ?, 18%, -7%, 17%, -32%[inhibitor]
CC(NC(=O)COC(=O)c1ccccc1O)C1CC2CCC1C2 (stereo not given)
 : -18%, 3, 0.0, -5%, -23%, -3%, 7%, 1%, -80%[inhibitor]
Fc1ccccc1NC(=S)Nc1ccc(Br)cc1
 : ?, -8, -0.8, -17%, -27%, 9%, -19%, -15%, -82%[inhibitor]
CC(=O)Nc1ccc(S(=O)(=O)N(Cc2ccccc2)c2ccccc2F)cc1
 : 2%, -2, 0.9, -22%, ?, -23%, -16%, 10%, -5%

Overlap with the part before: four compounds, then new ones.
Every second line gives: HEK293 tox, PI5P4K alpha inh, IL-2 act, PLK1 PBD block, GLP-1R inv ag, EPAC1 agonist, EPAC1 antag, GLP-1R agonist, PTHR1 ag
O=S(=O)(c1ccc(SCc2ccccc2F)nc1)N1CCCC1
 : -3%, 15, 0.1, -16%, ?, 18%, -7%, 17%, -32%[inhibitor]
CC(NC(=O)COC(=O)c1ccccc1O)C1CC2CCC1C2 (stereo not given)
 : -18%, 3, 0.0, -5%, -23%, -3%, 7%, 1%, -80%[inhibitor]
Fc1ccccc1NC(=S)Nc1ccc(Br)cc1
 : ?, -8, -0.8, -17%, -27%, 9%, -19%, -15%, -82%[inhibitor]
CC(=O)Nc1ccc(S(=O)(=O)N(Cc2ccccc2)c2ccccc2F)cc1
 : 2%, -2, 0.9, -22%, ?, -23%, -16%, 10%, -5%
Cc1ccc(S(=O)(=O)c2c(C)cc(C)[nH]c2=O)c(C)c1
 : 0%, 0, -0.7, -17%, 1%, 2%, -34%, 6%, -11%
NC(=O)C1(N2CCCC2)CCN(Cc2ccccc2)CC1
 : 5%, 23, -1.1, -7%, 1%, 8%, -5%, 8%, -17%
Nc1ccn(CC(=O)N[C@H](CO)Cc2c[nH]c3ccccc23)c(=O)n1
 : -5%, -9, 0.5, -2%, 5%, 0%, -16%, 0%, i
CCCN1CCc2c(sc(NC(=O)c3ccc(S(=O)(=O)N(C)c4ccccc4)cc3)c2C(N)=O)C1
 : 0%, -1, -2.8, 0%, ?, 19%, 5%, -2%, 0%
Cc1cc2c(c(=O)o1)C(c1ccc([N+](=O)[O-])o1)C(C#N)=C(N)O2 (stereo not given)
 : -2%, -2, ?, -12%, 17%, -3%, ?, 0%, i
O=C1NC2=C(C(=O)CCC2)C(c2ccc(OC(F)F)cc2)N1 (stereo not given)
 : -7%, -8, -0.7, -9%, 4%, 1%, -4%, 7%, -7%
COc1ccc2cc(CCNC(=O)C(C)C)c(=O)[nH]c2c1
 : 3%, 5, 2.3, -9%, -8%, 1%, -4%, 5%, i
CC1CCN(C(=O)c2cc3ccccc3c(=O)o2)CC1
 : -18%, 1, -1.8, 3%, 4%, 0%, -4%, 0%, -7%
CC[C@]12c3[nH]c4cc(-c5ccco5)ccc4c3CCN1C(=O)[C@@H](CC(=O)NCCC1=CCCCC1)C[C@@H]2C(=O)N1CCN(C(=O)C2CC2)CC1
 : 0%, ?, 0.5, 21µM*, ?, -6%, -11%, -1%, 12%
CC1CCN(C(=O)CSCC(=O)O)CC1
 : 0%, 5, -0.5, -5%, 28%, 7%, 13%, -2%, -13%
COc1ccccc1NC(=O)c1ccc(S(=O)(=O)N(C)c2ccccc2OC)cc1
 : 0%, -1, 0.2, -20%, ?, 9%, -27%, -1%, i
COc1ccc(Cc2nnc(NC(=O)Nc3ccccc3F)s2)cc1
 : -11%, 3, 0.1, -5%, 1%, 11%, 12%, -2%, i
CC(=O)c1ccc(NC(=O)C(C)OC(=O)c2ccc(NS(=O)(=O)c3ccc(F)c(F)c3)cc2)cc1 (stereo not given)
 : -7%, -15, -0.5, -2%, -13%, -1%, -12%, -1%, -52%[inhibitor]
CCO[C@H]1OC(C(=O)N2CCN(Cc3ccc4c(c3)OCO4)CC2)=C[C@@H](C(C)(C)C)[C@@H]1CCCO
 : -4%, 4, -0.1, -2%, ?, -19%, 6%, -6%, -20%
CCOc1nc(Nc2cc(Cl)ccc2OC)nc(OCC)n1
 : 78%[activator], -1, -0.8, -1%, 4%, 1%, -5%, -11%, i
CC(C)Cc1cc(C(=O)Nc2ccc(Br)cc2)no1
 : 0%, -2, -1.6, 4%, -15%, 4%, -6%, 4%, -3%
Cc1ccc(-c2nc3cnccn3c2Nc2ccccc2)o1
 : 1%, -14, -2.5, -23%, 43%, -4%, -20%, 15%, i
CCc1cccc(CC)c1NC(=S)Nc1ccccc1
 : -20%, 1, -2.0, -12%, 0%, -1%, -6%, -1%, -4%
O=C1NCCN(C(=O)CCc2nnc(-c3ccsc3)o2)C1c1ccc(F)cc1 (stereo not given)
 : 3%, 8, -0.1, -20%, -1%, -4%, -25%, 3%, -27%
Cc1ccccc1C(=O)Nc1cccc(OCc2cc(=O)n3c4c(sc3n2)CCCC4)c1
 : 1%, nt, nt, nt, -1%, nt, nt, 1%, -75%[inhibitor]
CC(=O)c1ccc(NC(=O)CCC(=O)N2CC(C)Oc3ccc(C)cc32)cc1 (stereo not given)
 : 8%, 4, 0.8, -19%, ?, -2%, -20%, -4%, -4%

PLK1 PBD block, hit marks shown above
Structure,PI5P4K alpha inh,IL-2 act,PLK1 PBD block,EPAC1 agonist,EPAC1 antag,GLP-1R agonist,PTHR1 ag
Cc1ccc(N2C(S)=C(C#N)C(=O)NC2c2cccs2)cc1 (stereo not given),-14,-2.1,27µM*,7%,-11%,-1%,-20%
CC[C@]12c3[nH]c4cc(-c5ccco5)ccc4c3CCN1C(=O)[C@@H](CC(=O)NCCC1=CCCCC1)C[C@@H]2C(=O)N1CCN(C(=O)C2CC2)CC1,?,0.5,21µM*,-6%,-11%,-1%,12%

These rows are one share of the data. The share of hits here may be higher or lower than overall.
